Bioassay records deposited in PubChem by National Center for Advancing Translational Sciences (NCATS).
TRPV1 ag: HTS Assay for Compounds that Act as Agonists of the Vanilloid Receptor 1; hit rate 0.19% among 320,000; activation, % at 8.33 µM; TRPV1-expressing cells, Fluo-8 calcium influx, agonist mode; in the data active = activation above about 80%; inconclusive = between about 30% and that limit; note: 0% is about no effect
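Fluo-8 calcium influx in TRPV1-expressing cells, kinetic read (ex 480/em 520 nm). Compound added and read 3 min for agonist activity, followed by capsaicin at EC20 final and 2 min further read for enhancement.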
a7 integrin act: qHTS for Activators of Integrin-Mediated Alleviation for Muscular Dystrophy | alpha7betagal myoblasts, beta-gal FDG fluorescence, 48 h | Potency, µM (highest dose often 38.3 µM), for the others: top-dose activation, hits mostly activators | hit rate 0.064% among 350,000 | AID 624291, 2012;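 note: potency is the fitted concentration of half-maximal effect; 100% = response of the positive control SU9516; nearly all actives have a fitted effect of over 60% in size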
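alpha7betagal+/- myoblasts (passage 13, 250/well) treated 48 h at 37C with compounds at 1:260 dilution of DMSO stock. Lysed, then beta-galactosidase activity read as FDG fluorescence (ex 480/em 540) after 30 min, with pre-read for autofluorescence.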
p53 reactivator: qHTS assay for re-activators of p53 using a Luc reporter; H1299 p53-A138V BP100-luciferase reporter, luminescence, 24 h; Potency, µM (series often up to 92.2 µM), inactives show top-dose activity change, positive = activation, usual class: activators; hit rate 0.063% among 320,000; note: potency is the fitted concentration of half-maximal effect; % of control where 0% means no effect; nearly all actives have a fitted effect of over 45% in size
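p53-null H1299 cells stably carrying temperature-sensitive p53-A138V and a BP100-luciferase reporter were pinned with compounds (4-point, 1:5 series) and held 24 hrs at 37 deg C. Luminescence was read 10 min after detection reagent.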
MLL CXXC-DNA inh: qHTS Fluorescence Polarization Assay for Inhibitors of MLL CXXC domain - DNA interaction. Histone-lysine N-methyltransferase 2A (Homo sapiens), Q03164. MLL-CXXC / FITC-HOXA9 DNA fluorescence polarization. Potency, µM (highest dose often 115 µM), for the others: top-dose activity change, negative = inhibition, actives largely listed as inhibitors. hit rate 0.037% among 290,000; active = well fitted inhibition curve with a large enough effect in the polarisation, with a control signal flat, not every such curve was filed as active; inconclusive = small, poorly fitted or top-dose-only effect, or effect the other way, or a change in a side signal; inactive = no such curve, though single readings can be large or run the other way; the % refers to the polarisation; note: potency is the fitted concentration of half-maximal effect
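Fluorescence polarization: 7 uM MLL-CXXC (stock) preincubated 5 min with compounds, then 50 nM fluorescein-HOX-A9 DNA (stock) added; 30 min ambient. Buffer 50 mM Tris-HCl pH 7.5, 50 mM NaCl, 1 mM DTT, 0.05% BSA.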
TSG101-PTAP inh: qHTS Assay for Iinhibitors of HIV-1 Budding by Blocking the Interaction of PTAP/TSG101 | Fluorescence polarization, FITC-PTAP peptide / Tsg101 binding | Potency, µM (highest dose often 115 µM), for inactives: at the highest dose activity change, negative = inhibition, actives largely listed as inhibitors | 340,000 tested, under 10 active; active = well fitted inhibition curve with a large enough effect in the main read-out, with a control signal flat, not every such curve was filed as active; inconclusive = small, poorly fitted or top-dose-only effect, or effect the other way, or a change in a side signal; inactive = no such curve, though single readings can be large or run the other way; note: potency is the fitted concentration of half-maximal effect; % of control where 0% means no effect
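Steps: Tsg101 binding domain dispensed (10 uM final), compounds pinned in DMSO, FITC-labeled PTAP-motif peptide added (50 nM final); after 20 min binding at room temperature, polarization measured.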
B2AR arrestin: qHTS assay of beta-arrestin-biased ligands of beta2-adrenergic receptor; beta-arrestin recruitment to beta2AR, cell-based reporter; Beta-2 adrenergic receptor (Homo sapiens), P07550; hit rate 0.02% among 330,000; Potency, µM (series often up to 46.1 µM), inactives show top-dose activation, usual class: activators;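 note: potency is the fitted concentration of half-maximal effect; 0% = DMSO controls and full agonism = EC100 isoproterenol or metaproterenol; nearly all actives have a fitted effect of over 65% in size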
TCR act: Activators of T cell receptors: qHTS campaign | primary human leukocytes, anti-CD3, IL-2 HTRF, 48 h | Potency, µM (top dose mostly 9.22 µM), without a hit: top-dose activation of IL-2 secretion, most hits filed as activators | 330,000 tested, under 10 active | AID 504894, 2011; note: % of control where 0% means no effect
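Primary human leukocytes incubated 48 hr with anti-CD3 beads plus compound, without co-stimulation. Secreted IL-2 measured by HTRF (europium cryptate/d2 anti-IL-2 pair, 320 nm excitation, 665 nm emission).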
BRCA1 expr act: qHTS Assay to Identify Small Molecule Activators of BRCA1 Expression; MCF7-BRCA1-FFLuc reporter, luminescence, 48 h; response scale: scaled: vehicle 0%, 10 µM genistein 100%; Potency, µM (highest dose often 46.1 µM), without a hit: at the highest dose activation, usual class: activators; hit rate 1.1% among 380,000; AID 624202, 2012; note: potency is the fitted concentration of half-maximal effect; nearly all actives have a fitted effect of over 80% in size; some results filed as inactive show a strong effect at the top dose
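Reporter cells (MCF7, BRCA1 promoter-firefly luciferase) received library compounds across a concentration series for 48 h. End-point luminescence was measured and concentration-effect curves derived after normalization.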
ELG1 DNA repair: qHTS screen for small molecules that inhibit ELG1-dependent DNA repair in human embryonic kidney (HEK293T) cells expressing luciferase-tagged ELG1. HEK293T ELG1-luciferase reporter, luminescence, 16 h; DNA damage induced by 5-fluorouridine. Potency, µM (series often up to 46.1 µM), for inactives: at the top dose activity change, negative = inhibition, usual class: inhibitors. AID 504467, 2011. hit rate 2.3% among 330,000; note: potency is the fitted concentration of half-maximal effect; % is set by controls: 0 for no effect and ±100 for the full control effect; nearly all actives have a fitted effect of over 55% in size
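Step one: seed 2,000 cells per well. Step two: pin-transfer compound or DMSO alongside 5-fluorouridine. Step three: incubate 16 hr, 37 °C, 5% CO2. Step four: add ONE-Glo, wait 30 min, read luminescence.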
A-T KAP1 phos: qHTS Assay for Identifying a Potential Treatment of Ataxia-Telangiectasia | Potency, µM (top dose mostly 57.5 µM), for the others: at the top dose activation, most hits filed as activators | […] A-T fibroblasts, KAP-1 phosphorylation AlphaLISA; neocarzinostatin DNA damage 30 min before lysis | hit rate 0.19% among 320,000; note: potency is the fitted concentration of half-maximal effect; % of control where 0% means no effect; nearly all actives have a fitted effect of over 45% in size
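hTERT-immortalized A-T patient fibroblasts ([…]), 500 cells/well in OPTI-MEM, 1% FBS, got compounds for 60 min, then NCS for 30 min at 37C. Lysates were then assayed for phospho-KAP-1 by AlphaLISA (anti-pKAP1 donor, anti-KAP1 acceptor beads), 6 hr at 25C.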
An asterisk follows results filed as active; ? = inconclusive; nt = no result given; [ ] = another dose, or the depositor's remark. Unless noted, calls come from the whole dose curve; as a rule, active = well fitted curve in the direction sought with a large enough effect; inconclusive = small, poorly fitted or top-dose-only effect, or another doubt; inactive = no such curve, though single readings can be large; an effect the other way counts as inactive or inconclusive.

The line under a structure holds: TRPV1 ag | a7 integrin act | p53 reactivator | MLL CXXC-DNA inh | TSG101-PTAP inh | B2AR arrestin | TCR act | BRCA1 expr act | ELG1 DNA repair | A-T KAP1 phos
> COc1cccc(CSc2nccn2C)c1
    -0.5 | -2.8% | nt | -2.0% | -4.7% | 0.1% | nt | 34.4% | 10.9% | 1.4%
> COc1ccc([N+](=O)[O-])cc1NC(=O)COC(=O)c1ccccc1O
    -1.1 | -7.9% | 1.0% | -14.0% | -5.7% | -0.9% | -2.9% | 12.9% | -17.8% | 1.4%
> COc1ccccc1/C=C/C(=O)OCC(=O)c1c[nH]c2ccccc12
    4.3 | -35.8% | 4.5% | nt | -0.3% | -0.1% | -2.3% | -19.8% | -15.3% | -6.5%
> Cc1cc(NC(=O)C2CC(c3c(F)cccc3Cl)=NO2)n(-c2ccccc2)n1 (stereo not given)
    -2.3 | -39.8% | -7.9% | -1.6% | -8.7% | -0.2% | 6.1% | -9.4% | -18.1% | 4.8%
> Cn1c(=O)c(C(=O)NNC(=O)c2cccc(Cl)c2)c(O)c2ccccc21
    0.8 | 0.0% | -1.8% | -1.4% | -0.2% | -0.5% | 2.0% | -63.6%[inhibitor] | -14.4% | 11.3%
> COc1ccc(S(=O)(=O)N2CCOCC2)cc1NC(=O)CCc1c[nH]c2ccccc12
    4.5 | ? | -3.0% | -2.1% | 1.0% | 0.2% | 13.0% | 2.1% | -21.0% | 4.3%
> C#CCOCCOCCOCCNc1nc(N2CCN(C(=O)[C@H](CCC(=O)O)n3cc(C(N)Cc4ccc(O)cc4)nn3)CC2)nc(N2CCN(C(=O)[C@H](Cc3ccc(O)cc3)n3cc(C(N)[C@H](C)CC)nn3)CC2)n1 (stereo not given in full)
    6.5 | nt | -3.5% | -4.3% | nt | -0.5% | nt | nt | 27.2% | 64.5%
> O=C(Nc1ccccc1)c1ccc(NCC2CCCO2)c(S(=O)(=O)N2CCOCC2)c1 (stereo not given)
    -1.9 | 25.0% | -11.2% | 3.9% | -0.7% | 0.0% | 8.2% | -1.7% | 23.1µM* | 8.8%
> Cc1ccccc1C(=O)NC1CCN(CC(=O)Nc2c(C)cccc2C)CC1
    1.3 | 21.3% | 0.0% | 4.6% | -0.6% | 0.3% | -1.6%[46.1 µM] | -19.8% | -15.3% | 3.3%
> CC(=O)Nc1ccc(N(C(=O)c2ccco2)C(C(=O)NC2CCCC2)c2ccncc2)cc1 (stereo not given)
    -2.4 | 35.1% | 4.9% | 6.5% | -0.1% | -0.6% | 7.7% | 2.7% | -0.5% | -0.6%
> Cc1cc(C)c2nc(NC(=O)C3CC(=O)N(Cc4ccco4)C3)sc2c1 (stereo not given)
    8.4 | 12.2% | -0.5% | -0.4% | -3.5% | -1.1% | nt | -35.3% | -15.5% | 0.5%
> CCCC(=O)NC(=S)Nc1ccc(S(=O)(=O)N2CCc3ccccc32)cc1
    nt | -1.6% | nt | nt | 1.6% | nt | -0.8% | -49.2% | nt | nt
> COc1cc(CN2CCC(C(=O)N3CCN(c4ccccc4F)CC3)CC2)cc(OC)c1OC
    -2.0 | -19.7% | -1.6% | 9.7% | 0.1% | 0.8% | -0.5% | 8.2% | -14.4% | 0.8%
> COc1ccc(NC(=O)CCSc2ccc(C)cc2)cc1
    19.1 | 18.9% | 9.3% | 13.6% | -1.6% | -0.9% | 8.3%[46.1 µM] | 15.9% | 6.8% | -1.9%
> O=C(c1cccc(F)c1)N1CCN(Cc2ccco2)CC1
    -2.5 | -8.7% | 0.3% | -1.5% | -2.0% | 0.1% | -1.8% | -13.6% | -1.2% | 3.0%
> Cc1cc(Br)cc2c1NC(=O)C2(O)CC(=O)c1ccco1 (stereo not given)
    -1.1 | -4.1% | 15.2% | 6.8% | -5.9% | 0.1% | 0.3% | -3.8% | -5.6% | 3.7%
> CC(C)(C)c1nc(NCCN2CCOCC2)c2nnn(Cc3ccccc3Cl)c2n1
    18.3 | -10.1% | 23.5% | -6.0% | -0.9% | -0.8% | -4.5% | -62.1% | 2.5% | -2.4%
> N=c1n(CC(=O)c2ccc([N+](=O)[O-])cc2)c2ccccc2n1Cc1ccc(Cl)cc1
    -6.3 | -9.7% | 1.7% | 29.5% | 18.4% | -0.4% | -3.3%[46.1 µM] | -58.3% | ? | 0.8%
> CCc1ccc(C2=NN(S(C)(=O)=O)C(c3cccs3)C2)cc1 (stereo not given)
    7.3 | 10.3% | ? | -9.6% | -5.3% | 0.1% | -0.8% | 14.3% | ? | nt
> Cc1ccc(S(=O)(=O)CCC(=O)OCc2cc(C)ccc2C)cc1
    12.9 | -45.9%[inhibitor] | 2.1% | nt | -4.5% | -0.1% | 2.7% | -6.9% | 15.9% | 5.2%
> Cc1cc(C=O)c(C)n1-c1ccc2c(c1)OCO2
    1.0 | 5.2% | -2.4% | 0.3% | -1.7% | -0.8% | -3.1% | -2.8% | 15.9% | -1.8%
> COC(C[C@@H]1O[C@@H]1[C@H](O)[C@@H](C)OCc1ccccc1)OC
    2.2 | -4.0% | nt | -11.6% | -3.9% | 0.4% | 0.2% | -5.7% | 16.0% | 8.0%
> CC1=NNC(=O)C1CC(=O)N/N=C/c1ccc(C)o1 (stereo not given)
    -4.3 | 9.1% | -2.8% | 2.6% | -0.1% | 3.3% | 6.9% | -6.2% | 6.7% | 3.4%
> COc1ccc(-n2c(=S)[nH]c3sc(-c4ccccc4)cc3c2=O)c(OC)c1
    -4.4 | 6.7% | -4.2% | 0.1% | -4.7% | 0.3% | -4.7% | -17.1% | -3.9% | -2.3%
> Cc1ccc(-c2ccc(OC(=O)c3ccc(=O)[nH]c3)c(C)c2)cc1
    7.8 | 0.0% | 4.4% | 31.6% | -1.6% | -0.7% | -34.9% | 35.5% | 13.2% | 24.8%
> O=C(COC(=O)c1ccc(F)cc1)NC1CC1
    0.0 | 16.7% | nt | nt | -6.2% | -0.6% | 5.2% | 4.1% | 28.5% | 14.1%
> COc1ccc(S(=O)(=O)N2CCCCC2)cc1NC(=O)c1cccc(S(=O)(=O)N2CCOCC2)c1
    nt | -7.5% | nt | nt | -0.5% | nt | 4.4% | -23.3% | nt | nt
> CCN(CCn1cccn1)C(=O)CCc1nnc(CCc2ccccc2OC)o1
    3.7 | 10.2% | -1.5% | 0.3% | -0.4% | -1.7% | -7.2% | 2.1% | 2.2% | -0.8%
> CCOC(=O)COc1ccc(Br)cc1/C=C/c1[nH]c(=O)[nH]c(=O)c1[N+](=O)[O-]
    -7.1 | -2.4% | 11.0% | 5.0% | -14.1% | 0.5% | 6.7% | -50.8% | -10.3% | ?
> CCNS(=O)(=O)c1cc(-c2nnc(OC)c3ccccc23)ccc1C
    1.5 | -44.5% | ? | 4.1% | -22.2% | -0.2% | -6.0% | -33.6% | -25.6% | 1.7%
> Cc1c2c(nc3c(C(=O)NC4CC4)cnn13)CCCC2
    -1.6 | 3.8% | ? | -1.5% | -5.8% | -1.1% | -68.7% | 85.8% | ? | 2.5%
> Cc1c(NC(=O)C(C)OC(=O)Cc2ccc(F)cc2)c(=O)n(-c2ccccc2)n1C (stereo not given)
    -0.2 | -4.5% | -4.6% | nt | -3.2% | 0.1% | 11.1% | -3.0% | 12.0% | 3.3%
> CC(C)C(NC(=O)C(NC(=O)C1OC2OC(C)(C)OC2C2OC(C)(C)OC12)C(C)C)C(=O)O (stereo not given)
    0.0 | 13.8% | 1.8% | -12.1% | -0.9% | -0.6% | -14.2% | 1.2% | 16.6% | -0.3%
> COc1ccc(CCN2CC(C(=O)N(C)C3CCOCC3)CCC2=O)cc1 (stereo not given)
    26.7 | 0.6% | 12.4% | 55.8%[activator] | -1.1% | 0.2% | 2.4% | -15.2% | ? | 3.6%
